# Screening results (PubChem BioAssay)
# hiPSC survival = enhancers of single-cell hiPSC survival, primary screen, ATPlite luminescence; AID 602274, 2012; survival enhancement, % at 20 µM; actives 0.044% (n = 360,000); 100% = ROCK inhibitor wells, 0% = DMSO; in the data active = survival enhancement above about 18%;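 note: cells exposed to compounds for 16 hours before the ATP read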
# Vif inh = HIV Vif self-association inhibitors, primary screen, imaging, HEK293T, single point; HEK293T cells, Vif self-association by quenched fluorescence, 24 h; inhibition, % at 7.49 µM; actives 0.35% (n = 340,000); in the data active = inhibition above about 50%, passing the limit was not always enough; inconclusive = no clear call, values can overlap the other calls; inactive = below about 31%; note: some results filed as inactive read as strong as hits
# MITF TRPM1 inh = inhibitors of MITF-dependent TRPM1 promoter reporter, primary screen, cell-based, SK-MEL-5, single point, luciferase. SK-MEL-5 TRPM1 promoter luciferase, 24 h. inhibition, % at 12.5 µM. actives 0.83% (n = 330,000);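 active = mean inhibition across replicates of 60% or more, whatever share of single replicates reaches that level; inconclusive = some that reach 60%, reason not given; inactive = mean inhibition across replicates below 60%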; note: values of inactives mirror those of a sister screen read the other way
# NR2E3 ag-1 = NR2E3 agonists in two-hybrid cells, primary screen, cell-based, luminescence, CHO-S, Gal4-NCOR/VP16-NR2E3 | AID 602229, 2012 | luciferase | Photoreceptor-specific nuclear receptor (Homo sapiens), Q9Y5X4 | inhibition of corepressor binding, % at 3.98 µM | actives 0.35% (n = 360,000);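 active = inhibition above the mean of all tested compounds plus 3 SD, cut at about 70% in these data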;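 note: 0% = DMSO with NR2E3 transfected cells and 100% = cells lacking NR2E3 construct; higher means lower luciferase signal from less NR2E3 corepressor binding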
# Target sequence (Q9Y5X4 whole entry, looked up, the tested form may be a part): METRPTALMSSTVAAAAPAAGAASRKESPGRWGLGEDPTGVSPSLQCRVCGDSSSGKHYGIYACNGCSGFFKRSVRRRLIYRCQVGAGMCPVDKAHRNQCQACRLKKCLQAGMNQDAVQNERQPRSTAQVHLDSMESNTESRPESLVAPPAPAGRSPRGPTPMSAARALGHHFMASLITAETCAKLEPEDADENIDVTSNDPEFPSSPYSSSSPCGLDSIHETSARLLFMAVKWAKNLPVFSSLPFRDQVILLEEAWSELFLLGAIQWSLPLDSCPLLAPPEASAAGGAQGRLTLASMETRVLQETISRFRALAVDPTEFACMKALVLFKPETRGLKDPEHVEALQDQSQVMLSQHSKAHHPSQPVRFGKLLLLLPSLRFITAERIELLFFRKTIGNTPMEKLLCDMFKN
# aDG glyco act = activators of alpha-DG glycosylation, primary screen, uHTS, Pro5-aDG cells, AlphaScreen; alpha-DG glycosylation AlphaScreen (IIH6); 0% Pro5, 100% B10-LARGE cell signal; actives 0.22% (n = 360,000); AID 624168, 2012; activation, % at 10 µM;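 active = activation of at least 8% versus controls, or a plate z-score of at least 8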;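 note: Pro5 are CHO cells carrying HIG-tagged alpha-DG that lacks glycosylation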
# NR2E3 ag-2 = inhibitors of NR2E3-RetCOR corepressor binding, primary screen, NR2E3 agonist project, biochemical, TR-FRET, GST-NR2E3, biotin-RetCOR. actives 0.12% (n = 320,000). 1536-well. AID 2300, 2010. inhibition of corepressor binding, % at 4.78 µM. Photoreceptor-specific nuclear receptor (Homo sapiens), Q9Y5X4;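 active = percent inhibition above the cutoff of mean plus 3 SD of all tested compounds, set per screening campaign, cut at about 20% in these data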;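 note: 0% = DMSO wells and 100% = biotin wells as full block of FRET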
#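 Test system: GST-NR2E3 and biotin-RetCOR proteins | Quantity: 1.35 nM GST-tagged NR2E3 final | Medium: Tris pH 7.5 | Also added: 7 nM biotin-RetCOR | Dosing: Compound at 4.8 µM, single dose | Timing: 5 h at 4 °C | Detection: Time-resolved FRET | Read-out basis: Percent inhibition | Benchmarks: Biotin wells as high control, 0.6% DMSO wells as low control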
# PDI inh = inhibitors of human PDI, primary screen, biochemical, turbidity, single point, plate reader | Protein disulfide-isomerase (Homo sapiens), P07237 | inhibition, % at 10 µM | PDI insulin aggregation turbidity, A650, 90 min | actives 0.052% (n = 350,000) | AID 588391, 2011;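 active = mean inhibition across replicates of 30% or more, whatever share of single replicates reach that level; inconclusive = mean inhibition below 30% while every single replicate reaches 30%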;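 note: absorbance from insulin aggregation driven by PDI reduction with DTT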
# Target sequence (P07237 whole entry, looked up): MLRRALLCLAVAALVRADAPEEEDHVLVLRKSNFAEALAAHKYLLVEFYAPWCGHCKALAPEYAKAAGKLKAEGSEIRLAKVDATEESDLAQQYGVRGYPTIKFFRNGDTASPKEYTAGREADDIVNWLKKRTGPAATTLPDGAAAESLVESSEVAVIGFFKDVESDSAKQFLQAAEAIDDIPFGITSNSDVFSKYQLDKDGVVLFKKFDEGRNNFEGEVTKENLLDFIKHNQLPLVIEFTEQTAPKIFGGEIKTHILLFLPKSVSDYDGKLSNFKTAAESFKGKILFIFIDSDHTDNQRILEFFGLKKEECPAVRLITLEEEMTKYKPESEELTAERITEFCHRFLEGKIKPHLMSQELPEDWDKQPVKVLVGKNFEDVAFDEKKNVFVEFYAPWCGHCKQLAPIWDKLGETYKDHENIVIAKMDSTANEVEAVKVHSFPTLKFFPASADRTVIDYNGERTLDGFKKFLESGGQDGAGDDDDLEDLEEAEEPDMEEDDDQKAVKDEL
# Peg3 promoter = Peg3 promoter-driven luciferase inhibitors, primary screen, cell-based, HeLa, luciferase luminescence; actives 1.7% (n = 360,000); HeLa PEG-Prom luciferase reporter, overnight; inhibition, % at 20 µM;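 active = inhibition of at least 50% at 20 µM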
# CaV13 FRET inh = Disruptors of the CACNA1D IQ motif to Ca2+-dependent inactivation inhibitor domain association, primary screening, Förster resonance energy transfer in intact living …. HEK cells, CFP/YFP FRET ICDI-IQ, plate reader, 10 min; percent FRET-ratio fall versus neutral wells. inhibition, % at 12.3 µM. actives 0.098% (n = 340,000). AID 743397;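 active = mean replicate inhibition of at least 30% and at least 1% of replicates passing that level; inconclusive = only one of the two criteria is met; inactive = neither criterion is met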;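 note: 0% = median of the neutral control wells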
# HIF-2a inh = HIF-2a reporter inhibitors, primary screen, luminescence, 786-0 RCC cells. 786-0 RCC cells HIF-2a reporter, luciferase luminescence, overnight. inhibition, % at 18.8 µM. actives 0.72% (n = 360,000). AID 624352, 2012;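 active = inhibition of the luminescence signal of 40% or more relative to plate controls, in a single-dose primary screen at 18.75 µM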
# Exocytosis inh = LAMP-1 surface exposure blockers, TALL-104 cells – cell-based, flow cytometry, MLPCN library, primary screen. TALL-104 LAMP-1 surface exposure; cells stimulated with thapsigargin and PMA. inhibition, % at 10 µM. actives 0.66% (n = 360,000). AID 651702, 2012;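 active = inhibition above about 55%, limit read from the data; inconclusive = no clear call, values can overlap the other calls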
# * = called active by the depositor; ? = inconclusive; . = no result given; & = joins results of further samples. No enrichment for hits. About 3.5% of those tested had a hit in this group.
SMILES,hiPSC survival,Vif inh,MITF TRPM1 inh,NR2E3 ag-1,aDG glyco act,NR2E3 ag-2,PDI inh,Peg3 promoter,CaV13 FRET inh,HIF-2a inh,Exocytosis inh
COc1ccc2c(c1)OC13CCN(C)CC1C2C(C(=O)c1ccc(F)cc1)C(=O)N3 (stereo unspecified),-1.4,-4,-4,4,-0.1,0,7,5,-5,9,-8
COCCNC(=O)CN(C(=O)Cn1nnc2ccccc21)c1ccccc1C,-1.0,-2,8,0,-0.3,2,7,17,-12,18,2
CN(C)C(=O)[C@H]1C[C@H]1[C@@H](O)[C@H](CO)NC(=O)[C@H](Cc1ccccc1)NC(=O)OC(C)(C)C,-0.6,-3,0,-2,0.0,1,-4,4,-5,13,-16
Cc1cccc(C)c1NC(=O)Cn1c(=O)n(CCC(=O)NCc2ccco2)c(=O)c2sccc21,-0.7,-2,0,-8,0.1,-1,-3,14,.,1,0
Cc1cc(NC(=O)C2C3C(=O)N(CC4CCCO4)C(C(=O)NCc4ccccc4)C34C=CC2(C)O4)no1 (stereo unspecified),-3.1,6,4,2,0.3,-2,6,-2,-5,8,4
Cc1cc(N2CCCC2)n2nc(C)nc2n1,0.0,.,11,-4,0.5,2,-1,15,-5,11,-1
CCOc1cccc(C(=O)Nc2ccc(NC(=O)c3ccccc3)c(C)c2)c1,0.1,-3,-3,16,0.0,2,7,-24,-19,-28,7
Cc1ccc2nc(Cl)c(CN(C(=O)c3cnccn3)C3CCCCC3)cc2c1,1.9,2,4,-2,-0.1,-1,-3,22,.,16,3
CCOCN(C(=O)Cn1c(C(C)O)nc2ccccc21)c1c(C)cccc1CC (stereo unspecified),-3.0,8,3,-10,1.5,1,1,15,-5,3,2
CCOc1ccc(C(C(=O)NC(C)(C)C)N(CCOC)C(=O)CCC(=O)Nc2nccs2)cc1 (stereo unspecified),-0.6,7,9,-25,0.1,5,-6,1,-4,8,-2
COc1ccc(/C=C2\SC(=O)N(CC(=O)NC3CCS(=O)(=O)C3)C2=O)cc1 (stereo unspecified),-0.4,-6,-9,10,-0.3,-1,1,-17,-5,-19,-3
Cc1cccc(N2CCN(C(=O)COc3ccc4c(C)cc(=O)oc4c3C)CC2)c1C,0.0,-8,-8,27,1.2,-4,-1,-1,-3,-2,5
CC1(C)CC2CC(C)(CN2C(=O)c2cc(-c3ccc(F)cc3)on2)C1 (stereo unspecified),0.9,-5,-5,-21,0.0,0,-44,7,-18,-2,-6
Cc1ccc(C(=O)COC(=O)C(C)N2C(=O)C3C4C=CC(C4)C3C2=O)cc1C (stereo unspecified),-0.3,-11,-6,-10,0.1,.,21,-5,-3,5,-1
Cc1cc2ccccc2c(=O)n1CC(=O)NCC(=O)N(C)C1CCCCC1,-3.7,-2,9,6,0.0,2,6,3,-4,2,8
COc1ccc2c(C)cc(SCC(=O)NC3CCCC3)nc2c1,-0.2,-3,21,7,0.1,.,3,19,-5,24,-2
Cc1ccc(NC(=O)c2cc([N+](=O)[O-])ccc2N2CCOCC2)cc1S(=O)(=O)N(C)C,0.3,5,5,-11,-0.3,-3,0,9,1,12,-2
CC(=O)C1=CCC(c2ccccc2)N(S(=O)(=O)c2ccccc2)C1 (stereo unspecified),0.8&-0.9,23,.,-22&2,0.7&0.2,.,.,4&-9,-7&-3,19&14,16&10
COc1ccc(CC(NC(C)=O)C(=O)N2CCN(C(=O)Nc3cccc(Cl)c3)CC2)cc1OC (stereo unspecified),-2.3,50*,8,15,0.2,0,-4,-1,-2,14,-2
CN1CCOc2cc(S(=O)(=O)Nc3ccc(F)cc3)ccc21,2.8,-1,8,12,0.9,-2,-27,18,-4,15,-4
O=S(=O)(NCCS(=O)(=O)N1CCN(c2ccccc2)CC1)c1ccccc1,-0.5,0,5,25,0.0,1,2,41,-3,-6,-2
CCc1ccc(N/C(N)=N/c2nc(CSc3ncccn3)cc(=O)[nH]2)cc1,3.3,-7,29,-27,2.5,0,4,20,-5,30,-8
O=C(Cc1cccs1)NNC(=S)NC(=O)c1ccc(F)c(F)c1,-0.1,1,1,-13,0.1,-4,0,1,-3,-3,2
COCCn1c(SCC(=O)N(C)C2CCS(=O)(=O)C2)nc2ccccc2c1=O (stereo unspecified),0.8,1,9,-24,2.5,4,-5,-6,-3,21,2
Cc1ccccc1-c1cccc([C@@H]2C[C@H]3[C@H](CON3C)CN2C)c1,0.4,.,-9,15,-0.2,.,-20,-20,-8,-26,-11

# The closing 5 entries of the part above lead into the next.
SMILES,hiPSC survival,Vif inh,MITF TRPM1 inh,NR2E3 ag-1,aDG glyco act,NR2E3 ag-2,PDI inh,Peg3 promoter,CaV13 FRET inh,HIF-2a inh,Exocytosis inh
O=S(=O)(NCCS(=O)(=O)N1CCN(c2ccccc2)CC1)c1ccccc1,-0.5,0,5,25,0.0,1,2,41,-3,-6,-2
CCc1ccc(N/C(N)=N/c2nc(CSc3ncccn3)cc(=O)[nH]2)cc1,3.3,-7,29,-27,2.5,0,4,20,-5,30,-8
O=C(Cc1cccs1)NNC(=S)NC(=O)c1ccc(F)c(F)c1,-0.1,1,1,-13,0.1,-4,0,1,-3,-3,2
COCCn1c(SCC(=O)N(C)C2CCS(=O)(=O)C2)nc2ccccc2c1=O (stereo unspecified),0.8,1,9,-24,2.5,4,-5,-6,-3,21,2
Cc1ccccc1-c1cccc([C@@H]2C[C@H]3[C@H](CON3C)CN2C)c1,0.4,.,-9,15,-0.2,.,-20,-20,-8,-26,-11
COc1ccc(-c2nn(-c3ccccc3)cc2/C=C(\C#N)C(N)=O)cc1[N+](=O)[O-],-0.2,-11,-13,18,0.3,4,4,-6,-5,4,2
COCCCNC(=O)CCC(=O)Nc1ccc2nc(N3CCOCC3)cc(C)c2c1,2.1,4,-11,-12,-0.2,0,0,-47,-4,-27,0
CC1NC(C)c2c(ccc3ccccc23)O1 (stereo unspecified),0.9,-3,5,9,0.3,.,11,-15,-5,-15,5
COc1cccc(NC(=O)CSc2nc3ccccc3c(=O)n2CCCC(=O)N2CCCC2)c1,3.2,-7,8,-39,-0.1,2,2,19,-4,14,7
O=C(c1ccc(S(=O)(=O)N2CCC(c3nc4ccccc4s3)CC2)cc1)N1CCOCC1,-1.1,-2,14,21,0.5,0,1,7,-5,9,0
CC(=O)c1ccc(NC(=O)CSCC(=O)Nc2ccc3ccccc3c2)cc1,-0.6,2,5,-32,0.6,1,0,-11,-2,-43,-1
COC(=O)c1cccnc1-n1c(=O)c2cccnc2n(Cc2cccc(OC)c2)c1=O,0.1,.,.,12,0.4,0,16,7,-6,16,-3
O=C(NCc1ccccn1)c1ccc(CNS(=O)(=O)c2ccc(F)cc2)cc1,4.4,1,13,-37,-0.4,2,-1,0,-5,3,-2
COc1ccc(C(=O)Cn2nnc(-c3cccs3)n2)cc1,-0.5,-2,-55,-13,0.1,2,1,-201,-5,-127,-1
O=C(C[C@H]1C(=O)N(Cc2ccccc2)C[C@@H]1Cc1ccccc1)Nc1ccccc1,0.0,-7,13,-13,0.1,-2,5,15,-6,16,-4
O=C(O)CC(NC(=O)OCc1ccccc1)c1ccc(Br)cc1 (stereo unspecified),-1.7,11,16,6,-0.2,0,-1,7,-4,18,1
COc1ccc(-c2ccc(C(C)=O)cc2)cc1[C@H]1[C@@H]2C=CCC[C@@]2(C)C(=O)N1Cc1ccccc1,-1.7,0,6,9,0.2,0,-3,29,-5,33,-4
NC12CC3CC(CC(C3)C1)C2,1.9,8,-2,-21,0.0,0,14,-1,-5,-11,2
C[C@@H]1CN([C@H](C)CO)C(=O)CCCn2nncc2CO[C@H]1CN(C)S(=O)(=O)c1cn(C)cn1,-1.9,-14,.,-28,-0.1,.,-13,7,-8,-2,-3
COc1cccc(N2CC(=O)Nc3c(oc4nc(-c5ccccc5)cc(C)c34)C2=O)c1,-0.1,-17,-4,1,0.0,3,1,-1,-5,15,6
Cn1cnc2c(ncn2C2OC(CO)C(O)C2O)c1=S (stereo unspecified),4.4,8,10,-16,-0.3,.,4,12,-5,16,-2
Cc1cccc(C(=O)OCC(=O)Nc2c(C)n(C)n(-c3ccccc3)c2=O)c1,-0.2,8,.,-8,-0.2,3,-2,15,-6,16,0
CCc1noc(C)c1C(=O)N1CCN(S(=O)(=O)c2ccc(Br)cc2Cl)CC1,6.1,-6,0,19,0.2,4,-1,0,-4,8,1
Cc1nc(N)nc(Nc2ccc(C#N)cc2)c1Br,-0.6,-4,5,-4,1.8,-2,-3,11,-13,-29,3
Cc1ccc(CN2CCN(c3ncccn3)CC2)c(C)c1,0.3,?,5,4,0.0,3,0,15,-5,2,-9
CCOC(=O)C1CCCN(C(=O)c2ccc3oc(CCc4ccccc4)nc3c2)C1 (stereo unspecified),-0.5,2,-13,-14,2.6,0,0,-123,-6,-136,8
Cc1cc(NC(=O)CCN2C(=O)C3C4CCC(C4)C3C2=O)c(C)cc1Br (stereo unspecified),-1.0,-8,-2,8,0.0,2,0,-3,-5,13,21
COc1cc(Nc2nc(-c3ccccc3)c3cc(C)ccc3n2)cc(OC)c1OC,3.3,-9,11,-5,-0.1,-3,-2,12,-4,-10,8

# Copied from the list:
# C[C@@H]1CN([C@H](C)CO)C(=O)CCCn2nncc2CO[C@H]1CN(C)S(=O)(=O)c1cn(C)cn1 in Peg3 promoter is listed with 7
# Cc1cccc(C(=O)OCC(=O)Nc2c(C)n(C)n(-c3ccccc3)c2=O)c1 in aDG glyco act is listed with -0.2
# COc1ccc(-c2nn(-c3ccccc3)cc2/C=C(\C#N)C(N)=O)cc1[N+](=O)[O-] in CaV13 FRET inh is listed with -5
# COc1cc(Nc2nc(-c3ccccc3)c3cc(C)ccc3n2)cc(OC)c1OC in hiPSC survival is listed with 3.3
# CCc1noc(C)c1C(=O)N1CCN(S(=O)(=O)c2ccc(Br)cc2Cl)CC1 in hiPSC survival is listed with 6.1
